TbREL1 inh – TbREL1 RNA ligase inhibitors, primary screen, biochemical, FRET fluorescence; actives 0.49% (n = 89,000); inhibition, % at 9.66 µM; TbREL1 RNA ligation;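 active means inhibition above the mean inhibition across all screened compounds plus 3 SD, cut at about 11% in these data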;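 further: 0% = plate median of test wells and 100% = NSC42067 control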
Target sequence (P86926 whole entry, looked up): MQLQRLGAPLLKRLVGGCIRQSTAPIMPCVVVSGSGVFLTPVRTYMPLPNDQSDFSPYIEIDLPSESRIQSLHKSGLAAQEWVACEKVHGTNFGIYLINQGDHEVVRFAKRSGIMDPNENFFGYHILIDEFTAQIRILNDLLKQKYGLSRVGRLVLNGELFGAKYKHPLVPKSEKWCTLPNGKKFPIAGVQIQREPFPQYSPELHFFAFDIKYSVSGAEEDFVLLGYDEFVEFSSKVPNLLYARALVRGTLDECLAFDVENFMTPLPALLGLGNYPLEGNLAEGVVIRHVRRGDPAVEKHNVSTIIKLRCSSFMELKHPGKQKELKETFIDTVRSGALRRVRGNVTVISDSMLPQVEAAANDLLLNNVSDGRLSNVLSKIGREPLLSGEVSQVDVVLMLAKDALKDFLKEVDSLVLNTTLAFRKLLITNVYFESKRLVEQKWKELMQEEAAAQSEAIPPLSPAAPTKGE
Active calls of the source: *. An excerpt. The share of hits here may be higher or lower than overall.

SMILES	TbREL1 inh
N#CC1CCN(c2nc(-c3ccc(Br)cc3)cs2)CC1	5
S=C(NCc1ccccc1)N1CCN(C2CCCCC2)CC1	-7
O=C(Nc1cc(Cl)ccc1Cl)C1CC(=O)N(c2ccccc2)C1 (stereo not drawn)	0
C[C@@H](CN1C2=NC[C@H](Cc3ccccc3)N2C[C@H]1Cc1ccc(O)cc1)NC(=O)CCC1CCCCC1	9
Nc1c(C(=O)O)nnn1Cc1ccccc1	4
CCCn1c(SCC(=O)NC)nc2sc3c(c2c1=O)CCC3	-3
C/C(=N\NC(=S)NCCc1ccccc1)c1cccc(Br)c1	1
CCOC(=O)c1ccc(N(CC2CO2)S(=O)(=O)c2ccc(C)cc2)cc1 (stereo not drawn)	-2
COc1ccc(C)cc1S(=O)(=O)N1CCN(S(=O)(=O)c2cc(C)ccc2OC)CC1	0
CCOP(=O)(CC(C(C)=O)C(O)c1ccccc1)OCC (stereo not drawn)	-3
Cc1ccc(S(=O)(=O)N2CCC(C(=O)OCC(=O)NCCc3ccccc3)CC2)cc1C	-2
CCOCCCNC(=O)C(c1ccc(C)cc1)N1CCOCC1 (stereo not drawn)	0
CC(=O)OCC1=C(C(=O)O)N2C(=O)C(NC(=O)CC(C)c3ccccc3)C2SC1 (stereo not drawn)	1
CCC1CCCCN1C(=O)CSc1nnc(-c2ccc3c(c2)OCCO3)o1 (stereo not drawn)	-5
CCN(C(=O)COC(=O)/C=C/c1c(C)nn(-c2ccccc2)c1C)C1CCS(=O)(=O)C1 (stereo not drawn)	6
CCN(CC)S(=O)(=O)c1cc([N+](=O)[O-])ccc1NNC(=O)Nc1ccccc1	-2
Cc1ccc(S(=O)(=O)N2CCCCC2)cc1NC(=O)CNCc1ccco1	-1
CNC(=O)c1ccc(-c2ccc(OC)cc2)s1	-1
Cc1cc(C)cc(-c2nnc(SCC(=O)Nc3cc(C)on3)o2)c1	0
O=C(Nc1ncc(Br)s1)C1CCCN1S(=O)(=O)c1cccc2cccnc12 (stereo not drawn)	3
COc1ccc(C(=O)COC(=O)c2cc(=O)c3ccccc3o2)cc1	6
O=C(CN1CCc2ccccc2C1)NCc1ccco1	1
COc1cc(OC)cc(-c2cc3cc(F)ccc3cn2)c1	1
CCN(c1cccc(C)c1)S(=O)(=O)c1c(C)[nH]c(C)c1C(=O)N1CCCCC1	-4
COc1cccc(-c2csc(N3CCN(C(=O)C4CCCCC4)CC3)n2)c1	-4

Of the compounds above, 2 have a COOH group.
SMILES	TbREL1 inh
Nc1c(C(=O)O)nnn1Cc1ccccc1	4
CC(=O)OCC1=C(C(=O)O)N2C(=O)C(NC(=O)CC(C)c3ccccc3)C2SC1 (stereo not drawn)	1

(further entries)
SMILES	TbREL1 inh
O=C1OCCN1C(=O)[C@H]1[C@H](c2ccc(Cl)cc2)C(c2ccc(F)cc2)=NN1c1ccccc1	4
Cc1cccc(NC(=O)CSc2ncnc3sc(C)cc23)c1	0
COc1ccc(C2=NOC(C(=O)Nc3cccnc3)C2)cc1OC (stereo not drawn)	1
CCOC(=O)C1=C(C)N=c2s/c(=C\c3ccc(OC(C)=O)c(OCC)c3)c(=O)n2C1/C=C/c1ccccc1 (stereo not drawn)	-2
O=C(O)CNC(=O)/C=C/c1ccc(Cl)cc1Cl	2
C/C(=N/NC(=O)CCc1c(C)n[nH]c1C)c1cccc([N+](=O)[O-])c1	-1
CNC(C)C#Cc1ccc2c(=O)c3cc(C)c(C)cc3oc2c1 (stereo not drawn)	-2
CC1(C(=O)NS(=O)(=O)Cc2ccccc2)CCN1C(=O)C/C=C/c1ccccc1 (stereo not drawn)	4
O=C(CSc1nc2ccccc2c(=O)n1Cc1ccco1)N1CCCCCC1	2
Cc1ccc(CNC(=O)O[C@H]2CC[C@@]34CCCN3C(=O)CCC[C@H]4[C@H]2C)o1	-1
CCOC(=O)N1CCN(c2c(NCc3ccccc3OC)c(=O)c2=O)CC1	0
CC(=O)c1nc(-c2ccccc2)sc1C	6
CC(NC(=O)CCCC1CCCCC1)c1ccc(S(N)(=O)=O)cc1 (stereo not drawn)	-2
COc1ccc(C(C)NC(=O)c2ccncc2)cc1OC (stereo not drawn)	2
O=C1CC(SCc2nc3ccccc3[nH]2)C(=O)N1c1ccc(Cl)cc1 (stereo not drawn)	-1
COC(=O)[C@@H](N[C@H](/C=C/c1ccccc1)[C@@H](O)Cc1ccccc1)c1ccccc1	-5
C/C=C/c1ccc(OCCCCN2C(=O)NC(C)(C)C2=O)c(OC)c1	-2
O=C(COc1ccccc1F)Nc1ccc2[nH]c(=O)[nH]c2c1	1
CN(C)C(=O)c1ccc(NC(=O)COC(=O)CCN=C2NS(=O)(=O)c3ccccc32)cc1	-3
CCOc1ccc(S(=O)(=O)N2c3ccccc3CC2C)cc1 (stereo not drawn)	0
Cc1ccc(C(=O)COc2ccccc2-c2ccccc2)cc1C	2
CCCNc1sc(S(=O)(=O)CCC)nc1S(=O)(=O)c1ccc(C)cc1	1
Cc1ccc(N2CCN(S(=O)(=O)N(C)C)CC2)cc1Cl	-1
Cc1ccc(C2=NN(CCC(=O)NC3CCCC3)C(=O)CC2)cc1	0
Cc1cc(-c2n[nH]c(=S)n2N=Cc2cc(Br)ccc2F)n[nH]1	-5

Other compounds:
SMILES	TbREL1 inh
COc1ccccc1C1C(C(=O)NCc2ccccc2)=C(C)Nc2ncnn21 (stereo not drawn)	3
CCn1c2ccccc2c2cc(/C=N/NC(=O)c3cccc(C)c3)ccc21	0
CC(=O)Nc1ccc(C(=O)Nc2ccc(S(=O)(=O)NCC3CCCO3)cc2)cc1 (stereo not drawn)	0
COc1ccccc1N=C(C)C1=C(O)COC1=O	4
CC(C)C(CCN1C(=O)c2ccccc2C1=O)c1ccco1 (stereo not drawn)	-5
CC[C@@]1(C(=O)OC)N[C@H](CN(C)C(=O)c2ccc(F)cc2)[C@@H]2C(=O)N(C)C(=O)[C@@H]21	7
Cc1ccccc1NC(=O)OCCN1CCCC12CCC(c1ccccc1)CC2 (stereo not drawn)	-3
COc1cc(C(=O)NCCC(=O)NC2CCCc3ccccc32)cc(OC)c1OC (stereo not drawn)	-2
CC(C)CN1C(=O)C(=O)N(CC(=O)N2CCN(c3ccccc3)CC2)C1=O	1
Cc1cccc2cc(CN(CCN(C)C)C(=S)Nc3ccccc3)c(=O)[nH]c12	-2
COc1ccc(N2C(=O)c3ccccc3NC(=O)C2C(=O)Nc2ccc3c(c2)OCCO3)cc1 (stereo not drawn)	-3
O=C(NCCSCc1c(F)cccc1Cl)c1ccc(CN2CCOCC2)cc1	0
CN(C)C=Nc1c(Br)cc(Br)c2nonc12	-3
CCn1c(SCC(=O)Nc2ccc(C(N)=O)cc2)nc2sc(C)c(C)c2c1=O	1
COc1ccc(/C=N/NC(=O)CNS(=O)(=O)c2ccccc2)cc1	6
CC(C)(C)NC(=O)C(c1ccccn1)N(C(=O)c1ccc2c(c1)OCCO2)C1CCCC1 (stereo not drawn)	1
Cc1cccc(-n2ncc3c2CCCC3NC(=O)CCN2CCCO2)c1C (stereo not drawn)	-2
Cc1cccc(NC(=O)NC2CC(=O)N(c3ccc4c(c3)OCCO4)C2)n1 (stereo not drawn)	4
CC(C)N1CCCCC(NC(=O)c2ccccc2)C1=O (stereo not drawn)	7
CC(NCc1ccco1)C(=O)N1CCN(Cc2ccccc2F)CC1 (stereo not drawn)	0
Cc1ccc(SCC(=O)Nc2ccc(-c3nc4ccccc4[nH]3)cc2)cc1	0
CCOc1ccc(-n2ccnc2)nn1	0
Cc1cc(S(=O)(=O)N2CCCC2)ccc1OCC(=O)NCc1ccccc1	-1
CN(CCOC(=O)c1ccc2c(c1)OCO2)C(C)(C)C	2
Cc1cc(Cl)cc(C)c1OCC(=O)N1CCN(c2ncccn2)CC1	0

Nothing new here: 3 of the compounds above.
SMILES	TbREL1 inh
COc1ccccc1C1C(C(=O)NCc2ccccc2)=C(C)Nc2ncnn21 (stereo not drawn)	3
CCn1c2ccccc2c2cc(/C=N/NC(=O)c3cccc(C)c3)ccc21	0
CC(=O)Nc1ccc(C(=O)Nc2ccc(S(=O)(=O)NCC3CCCO3)cc2)cc1 (stereo not drawn)	0

(more compounds)
SMILES	TbREL1 inh
O=C(CSc1nnc(-c2cccs2)n1-c1ccccc1)N1CCCC1	-1
Cc1ccc(S(=O)(=O)NC2CC3CCC2C3)cc1 (stereo not drawn)	1
CCc1ccc(N(C(=O)CCC(=O)Nc2cc(C)on2)C(C(=O)NC2CCCC2)c2ccco2)cc1 (stereo not drawn)	-2
CN(C)c1ccc(NC(=O)CN2CCN(c3ccc(F)cc3)CC2)cc1	-6
Cc1cccc(-n2nnnc2SC(C)C(=O)NCCC2=CCCCC2)c1 (stereo not drawn)	3
COc1ccc(S(=O)(=O)NC(C)C(=O)NCc2ccccn2)cc1OC (stereo not drawn)	1
O=C1N=C(N2CCOCC2)S/C1=C1\C(=O)N(Cc2ccccc2)c2ccccc21	1
O=C(COC(=O)/C=C/c1ccccc1)NCc1cccs1	0
O=C1C=C(c2ccc(Br)c3ccccc23)C[C@@H](c2ccc3c(c2)OCO3)C1	1
O=C(c1ccc(NS(=O)(=O)c2ccc(F)cc2)cc1)N1CCCCC1	1
CCOC(=O)N1CCN(C(=O)C[C@@H]2C[C@@]3(C(=O)OC)CC(C)(C)CC=C3N(Cc3ccco3)C2=O)CC1	-3
CCC1SC2=NC(C)=C(C(=O)OCCOC)C(c3ccc(C(=O)OC)cc3)N2C1=O (stereo not drawn)	-1
NC(=O)CC(NC(=O)c1ccccc1)c1ccc(N2CCN(c3ccccn3)CC2)c([N+](=O)[O-])c1 (stereo not drawn)	-2
Cc1ccc(C(=O)CSc2nnnn2-c2ccccc2)o1	2
Cc1nc(SCC(=O)NCC2CCCO2)c2c(C)c(C)sc2n1 (stereo not drawn)	4
COc1ccc(N(CCC#N)C(=O)/C(C#N)=C/c2cccs2)cc1	-1
CCOC(=O)c1[nH]c(C)c(C(=O)N2CCN(C(=O)OCC)CC2)c1CC	5
OCCc1ccc(NCCc2cccs2)cc1	-7
COc1cccc(COC(=O)CCNC(=O)c2ccc(Cl)cc2)c1OC	1
O=C(Nc1ncc2c(n1)-c1ccccc1CC2)c1cccs1	2
CCCN1C(=O)C(O)(CC(=O)c2cccc(OC)c2)c2ccccc21 (stereo not drawn)	0
Cc1ccc(C)c(NC(=O)CN2C(=O)CCSc3ccccc32)c1	5
CCCCN1CC(=O)N2[C@H]3c4ccccc4OC[C@@H]3[C@H](c3ccccc3)[C@]2(C)C1=O	-4
CC(C)(C)NC(=O)NC(=O)COC(=O)C1CC(=O)N(Cc2ccccc2)C1 (stereo not drawn)	-1
CCS(=O)(=O)N1Cc2ccccc2CC1C(=O)Nc1ccccc1OC (stereo not drawn)	-1

A draw from above in order of SMILES length, highest first.
SMILES	TbREL1 inh
CCc1ccc(N(C(=O)CCC(=O)Nc2cc(C)on2)C(C(=O)NC2CCCC2)c2ccco2)cc1 (stereo not drawn)	-2
COc1ccc(S(=O)(=O)NC(C)C(=O)NCc2ccccn2)cc1OC (stereo not drawn)	1
OCCc1ccc(NCCc2cccs2)cc1	-7

(cont.)
SMILES	TbREL1 inh
CCOC(=O)c1nc2c(=O)n(C)c(=O)n(C)c2n(C)c1=O	6
COc1cccc(CN(Cc2ccccc2F)S(=O)(=O)c2ccc(S(=O)(=O)NCc3ccccc3)cc2)c1	8
COc1cccc(/C=C/C(=O)OCC(=O)c2c(N)n(C)c(=O)n(C)c2=O)c1	1
CCCCNC(=O)C[C@@H]1C[C@@]2(C(=O)OC)CC(C)(C)CC=C2N(Cc2ccco2)C1=O	-2
CCc1nnc(NS(=O)(=O)c2ccc(NC(=S)NC(=O)/C=C/c3ccccc3)cc2)s1	-4
COC(=O)c1cccc(-c2ccc(C(c3c(C)[nH][nH]c3=O)c3c(C)[nH][nH]c3=O)o2)c1	15*
CC(C)C[C@@H](CO)N1CCN(CCCc2ccccc2)CCC1=O	-2
Cc1ccc(/C=C/c2nc3ccccc3s2)s1	3
CC(=O)n1nc(-c2ccc(Cl)cc2)nc1NCc1ccco1	-2
COc1cccc(CNC(=O)c2n[nH]c3ccccc23)c1	5
O=C(NCC1COc2ccccc2O1)c1ccc(NC(=O)c2c(Cl)cccc2Cl)cc1 (stereo not drawn)	-2
O=C(C1CC=CCC1)N1CCN(S(=O)(=O)c2ccc(F)cc2)CC1 (stereo not drawn)	-3
CCc1ccc2c(c1)NC(=O)C2(C)Cc1ccc(F)cc1 (stereo not drawn)	0
Cc1cccc(Nc2nnc(SC/C(O)=C(\C#N)c3nc4ccccc4[nH]3)s2)c1C	3
COc1ccc(C(C)=O)cc1COC(=O)CCNS(=O)(=O)c1ccc(C(C)=O)cc1	-4
CC(OC(=O)CCNS(=O)(=O)c1ccccc1)C(=O)Nc1ccc(S(=O)(=O)N2CCCCC2)cc1 (stereo not drawn)	-1
COc1ccccc1-c1cc(-c2cc(Cl)ccc2O)n[nH]1	-1
CCCCN(C(=O)c1cccc(N2C(=O)c3ccccc3C2=O)c1)c1c(N)n(CCCC)c(=O)[nH]c1=O	-1
COc1ccc(Cc2nc3ccc(C(=O)NCCn4cccn4)cc3o2)cc1	1
FC(F)(F)c1cccc(OCCN2CCN(Cc3ccccc3)CC2)c1	4
COc1ccc(CNC(=O)COC(=O)c2[nH]c(C)c(C(C)=O)c2C)cc1OC	-1
O=c1c2ccccc2nnn1CSc1ncnc2ccccc12	-1
COc1ccc(-c2nnc3n2CCCCC3)cc1	4

Reformatted with the structure last: part of the list above
TbREL1 inh,structure
3,Cc1cccc(Nc2nnc(SC/C(O)=C(\C#N)c3nc4ccccc4[nH]3)s2)c1C
8,COc1cccc(CN(Cc2ccccc2F)S(=O)(=O)c2ccc(S(=O)(=O)NCc3ccccc3)cc2)c1
4,COc1ccc(-c2nnc3n2CCCCC3)cc1
0,CCc1ccc2c(c1)NC(=O)C2(C)Cc1ccc(F)cc1 (stereo not drawn)
4,FC(F)(F)c1cccc(OCCN2CCN(Cc3ccccc3)CC2)c1
-2,CCCCNC(=O)C[C@@H]1C[C@@]2(C(=O)OC)CC(C)(C)CC=C2N(Cc2ccco2)C1=O
-2,CC(C)C[C@@H](CO)N1CCN(CCCc2ccccc2)CCC1=O
